Screening data: PubChem BioAssay, Columbia University Molecular Screening Center
Htt clearance = compounds clearing mutant huntingtin protein; HeLa Exon1htt(103Q)mCFP, aggregate imaging; zero = plate's median compound well; inhibition, % at 1.5 µM; actives 0.42% (n = 47,000); AID 853;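 active = inhibition of aggregate fluorescence above about 70%, also judged a hit by eye on the cell image, limit read from the data, passing the limit was not always enough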;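 note: cells exposed to compound for three days before fixation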
Htt clearance grain fraction = second read-out of Htt clearance, no call of its own (marks repeat the call); fraction fluorescence in grains; measured here: aggregate grain fluorescence fraction; stronger effect = lower value;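 scaled fraction of total cell fluorescence in grains with unit not stated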
Active calls of the source: *. These rows are one share of the data; rates above refer to the full screens.

SMILES	Htt clearance	Htt clearance grain fraction
O=C(Nc1nc2ccccc2[nH]1)c1ccc(F)cc1	-35	54
C=CCNC(=O)COc1ccc(S(=O)(=O)NC2CCCCC2)cc1	-31	25
CCn1c(SCC(=O)Nc2cc(NC(C)=O)ccc2OC)nnc1-c1cccnc1	-3	17
CNc1nc(-c2ccccc2)nc(-c2ccccc2)c1C#N	-5	25
CCCCn1c(SCC(N)=O)nnc1-c1ccco1	-15	23
CCOC(=O)c1[nH]c(C)c(C(=O)Nc2ccc3c(c2)OCCO3)c1C	-30	48
COCCCn1cnc2c(c1=O)c1nc3ccccc3nc1n2-c1ccccc1	-84	72
CC1(C)N=C(c2ccc(Cl)cc2Cl)C(=O)N1	37	22
CC(=O)NC(c1ccco1)c1ccc2cccnc2c1O (stereo not given)	23	27
CCOC(=O)c1c(N)n(C2CC(C)(C)NC(C)(C)C2)c2nc3ccccc3nc12	-1	42
COc1cc(C(=O)Nc2nc(N)n(-c3ccccc3)n2)cc(OC)c1OC	-52	56
CCOCCCNC(=O)c1ccc(OC(C)=O)cc1	-25	21
Nc1nnc(SCC(=O)c2ccccc2)s1	51	17
COc1ccc(N2CC(C(=O)O)CC2=O)cc1 (stereo not given)	1	17
CC(C(=O)NC1=NCCS1)N1C(=O)c2ccccc2C1=O (stereo not given)	6	27
Cc1ccc(CNC(=O)c2cccc(OCc3c(C)noc3C)c2)cc1	27	27
CCNS(=O)(=O)c1ccc(OC)c(C)c1	-38	25
COc1cccc(OC)c1OCCCCCc1c(C)n[nH]c1C	-7	42
O=C(CN1C(=O)c2ccccc2S1(=O)=O)NCc1ccc2c(c1)OCO2	-4	21
Cc1nn2c(-c3cccc(NC(=O)c4ccco4)c3)nnc2c2ccccc12	-30	25
O=C(c1ccc(COc2ccccc2Br)o1)N1CCCCCC1	-23	22
CCNc1nc(NCC)nc(N2CC(=O)N(CC(=O)OCC)C2=N)n1	-25	23
COc1nc(/C(N)=N/O)nc(N2CCCCC2)n1	-74	64
COc1ccc(S(=O)(=O)NCCCN2CCOCC2)c2ccccc12	20	13
COc1ccccc1C1(CC(=O)O)CCOC(C)(C)C1 (stereo not given)	-34	26
COc1cc(C(=S)N2CCOCC2)cc(OC)c1OS(=O)(=O)c1ccc(NC(C)=O)cc1	24	16
CN(C)c1nc(OCCNC(=O)Nc2ccccc2)nc(N(C)C)n1	2	32
CSc1ncccc1C(=O)OCC(=O)NC1CCS(=O)(=O)C1 (stereo not given)	17	14
CN(C)c1nc(SCC#N)nc(N2CCOCC2)n1	4	35
Cc1oc(-c2ccccc2F)nc1CSCC(=O)NCc1ccc2c(c1)OCO2	-26	46
O=C(N1CCOCC1)N1CCN(S(=O)(=O)N2CCCCC2)CC1	-11	20
CN1CCN(c2ccc(NC(=O)COc3ccccc3Cl)cc2)CC1	7	43
CC(C)CC1NC(=O)N(CC(=O)N2CCN(S(=O)(=O)c3ccc(Cl)cc3)CC2)C1=O (stereo not given)	25	12
Nc1nnnn1/N=C/c1ccccc1OCc1ccc(Cl)cc1	-16	24
CCCCCC(=O)N/N=C/c1ccc([N+](=O)[O-])o1	12	19
COc1cc(OC)c(C(=O)NC2CCCCCC2)cc1OC	-8	20
N#Cc1cccc(-n2nnnc2-c2ccccn2)c1	-12	47
Cc1ccc(C)c(C(=O)CCC(=O)Nc2cccnc2)c1	12	15
CCOP1(=O)C=C(C(C)(C)C)OC1c1ccc(F)cc1 (stereo not given)	54	9.5
NC(=O)C1(N2CCCCC2)CCN(Cc2ccccc2Cl)CC1	-61	31
COc1ccccc1-c1cc(C(F)(F)F)nc(S(=O)(=O)CCCC(=O)O)n1	-74	34
Cn1c(=O)cc(SCC(=O)N2CCN(c3ccccn3)CC2)c2ccccc21	19	30
O=S1(=O)N=C(N2CCCc3ccccc32)c2ccccc21	32	25
CC[N+](CC)(CC)C/C(N)=N/O	14	29
COc1ccc(Cc2nc(-c3cccs3)no2)cc1OC	-10	57
COc1ccc(OC)c(S(=O)(=O)NCCO)c1	-13	24
COC(=O)c1sccc1NC(=O)CSc1nnnn1-c1ccccc1F	-39	27
O=S(=O)(Nc1ccc(O)c(Sc2nc3ccccc3s2)c1)c1ccc(Cl)cc1	13	27
Cc1ccc2c(c1C)NC(=O)C2(O)CC(=O)c1ccc2c(c1)OCO2 (stereo not given)	-184	56
O=C(c1cccc(F)c1)N1CCN(Cc2c[nH]c3ccccc23)CC1	-6	39
CCOC(=O)c1c(C)n(C)c2ccc(OC)c(NC(=O)CN3CCN(Cc4ccccc4)CC3)c12	14	32
Cc1ccccc1OCC(=O)Nc1cccc2nsnc12	-3	19
CCCCC(=O)Nc1ccc(C(=O)N2CCN(c3ccccc3OC)CC2)cc1	10	18
CCCn1nnnc1NCc1ccc(N2CCCC2)cc1	28	13
O=C(C1CCN(S(=O)(=O)N2CCC3(CC2)OCCO3)CC1)N1CCN(Cc2ccccc2)CC1	17	17
CCCOc1ccc(-c2nc(OC)c3ccccc3n2)cc1	-11	43
COc1ccc(CNc2nc3nc(C)cc(C)n3n2)cc1OC	7	36
COc1ccc2nc(C)cc(N3CC(C)OC(C)C3)c2c1 (stereo not given)	-18	42
N#Cc1cnn2c(-c3ccccc3)ccnc12	-8	26
Cc1nc(CC(=O)N2CCN(c3cccc(C)c3C)CC2)cs1	-26	50
Continuation.
SMILES	Htt clearance	Htt clearance grain fraction
NC(=O)CSc1nnc(-c2cccs2)n1-c1ccccc1	1	38
C=CCN(CC=C)S(=O)(=O)c1ncn[nH]1	3	33
CC1CCCCC1NC(=O)C1CCN(S(=O)(=O)N2CCOCC2)CC1 (stereo not given)	-53	56
CCOC(=O)N1CCN(C(=O)c2ccc(C)c(S(=O)(=O)Nc3cccc(C)c3C)c2)CC1	-88	31
CC(=O)Nc1nc(-c2ccc(Cl)cc2)nc(C)c1C(C)=O	-5	18
CCCCC(CCCC)=N/N=C/c1c(O)n(CC)c2cc(C3=NNC(=O)CC3)ccc12	48	10
O=C(Nc1cc(C(=O)N2CCCC2)ccc1N1CCCC1)C1CC1	44	11
CCOC(=O)c1cnn(CCOC(=O)C(C)(C)C)c1NC(=O)C(C)(C)C	49	18
O=C1CC(N2CCOCC2)C(=O)N1Cc1ccc(N2CCCC2=O)cc1 (stereo not given)	1	21
CCOC(=O)N1CCN(C(=O)c2cc(C)c3c(C)nn(-c4ccccc4)c3n2)CC1	2	18
COc1cc(-c2cn[nH]c2N)cc(OC)c1OC	8	35
CC(=O)c1c(C(C)=O)c(C)n(NC(=O)c2ccc(Cl)cc2)c1C	5	20
CSCC[C@H](NC(=O)C1CCN(S(=O)(=O)c2ccc(C)cc2)CC1)C(=O)NCc1ccco1	11	18
CCn1cc(C(=O)N2CCCc3ccccc32)c2cc(OC)c(OC)cc2c1=O	-241	108
COC(=O)c1cc(Br)c(=O)n(CCN2CCOCC2)c1	29	28
O=C(CCS(=O)(=O)c1ccc(Br)s1)NCc1ccc2c(c1)OCO2	36	26
CCCCNC(=O)C1CCCN(S(=O)(=O)c2ccc(S(=O)(=O)NCC(C)C)cc2)C1 (stereo not given)	-67	33
CCOc1cc(C#N)c(NC(=O)c2cccnc2Cl)cc1OCC	34	28
Cc1cc(Nc2ccccc2)n(C(=O)c2ccc(Cl)cc2)n1	20	16
CC1=C(C(=O)c2ccccc2)C(c2cn(-c3ccccc3)nc2-c2ccc(Cl)cc2)NC(=S)N1 (stereo not given)	-24	47
O=C(NCCN1CCCCC1)Nc1ccccc1	13	20
CCOc1ccc(C(=O)Nc2nnn(CC)n2)cc1	-21	41
Cc1ccc(C2C(C(=O)c3sc(-c4ccccc4)nc3C)=C(O)C(=O)N2CCN(C)C)o1 (stereo not given)	36	12
CC1CCN(C(=O)CSc2nncn2-c2ccccn2)CC1	-34	29
Cc1ccc(S(=O)(=O)N2CCN(S(=O)(=O)c3ccc(C)cc3)C3OCCOC32)cc1 (stereo not given)	-6	40
Cc1cc2nc(-c3ccc(SCC(=O)N4CCOCC4)nc3)[nH]c2cc1C	-4	17
CN1Cc2cc(C(=O)c3ccccc3O)cnc2NC1=O	58	18
CCCc1nnc(SCC(=O)N2CCCCC2)n1CCCOC	26	29
O=C(CSc1ccccc1)N1CCN(c2ccccc2)CC1	-36	27
O=C(CSc1nnnn1C1CCCCC1)Nc1nc2c(s1)CCCC2	8	20
O=C(c1cc(-c2cccs2)on1)N1CCCCC1	13	15
Cc1nc(NC(=O)CSc2nnc(C)n2CC2CCCO2)sc1C (stereo not given)	-4	22
Cc1ccc(N(CC(=O)N2CCn3c2nc2ccccc23)S(=O)(=O)c2c(C)n[nH]c2C)cc1	44	19
Cc1nn2c3c(cnc2c1-c1ccccc1)C(=O)CC(C)C3 (stereo not given)	48	11
O=C(NCc1ccco1)c1cc(-c2cccs2)on1	-20	48
CCCCC1OC23CCCCC2C(C#N)(C(=N)O3)C1(C#N)C#N (stereo not given)	-7	45
O=C(Nc1ccc(CN2CCOCC2)cc1)c1cccs1	-8	19
CCCCCn1c(=O)[nH]c2cc(C(=O)NCCCN3CCC(C)CC3)ccc2c1=O	-4	35
CCOc1ccc(NS(=O)(=O)c2cc(Cl)ccc2OC)cc1	-17	24
COC(=O)c1ccccc1NC(=O)Cc1ccccc1OC	49	10

One compound at a time (already shown). Order of screens: Htt clearance, Htt clearance grain fraction
`Cc1ccc(N(CC(=O)N2CCn3c2nc2ccccc23)S(=O)(=O)c2c(C)n[nH]c2C)cc1` as listed: 44, 19
`O=C(CSc1nnnn1C1CCCCC1)Nc1nc2c(s1)CCCC2` as listed: 8, 20

Later entries
SMILES	Htt clearance	Htt clearance grain fraction
CCOC(=O)N1CCN(c2c(NCCCN(C)c3ccccc3)c(=O)c2=O)CC1	59	19
N=c1n(CCOc2ccccc2)c2ccccc2n1CCN1CCOCC1	-12	23
CC(c1nnnn1C1CCCCC1)N(Cc1ccccc1)Cc1cccnc1 (stereo not given)	17	16
Cc1ccc(C(=O)N2CCN(C3c4cccc5cccc(c45)C3NS(=O)(=O)c3ccccc3)CC2)cc1 (stereo not given)	15	34
CCCc1cc(=O)[nH]c(SCC(=O)N(Cc2ccccc2)C(C)C)n1	-29	51
c1ccc(CN2c3ccccc3-c3nc4ccccc4n3C2c2ccccn2)cc1 (stereo not given)	-5	42
CCNc1nc(OC)nc(SCC(N)=O)n1	-19	24
Cc1ccc(N=N/C(=C\O)C(=O)c2ccncc2)cc1	3	19
O=c1oc2cc(Cl)ccc2n1CSc1nc2ccccc2s1	-9	19
Cc1cccc(-n2nnnc2SCC(=O)NCCN2C(=O)CSC2=O)c1	29	20
O=C(CN1C(=O)CCS(=O)(=O)c2ccccc21)Nc1ccc2c(c1)OCCO2	-10	24
CCC(C(=O)Nc1nc(C)cs1)c1ccccc1 (stereo not given)	-2	16
CCOc1cc2c(cc1OCC)C(C(=O)O)C(c1ccc(OC)c(O)c1)N(C)C2=O (stereo not given)	-37	45
CCC1(CC)C(=O)C(C)(C)C(=O)OC1c1ccccn1 (stereo not given)	-13	21
COc1ccc(C2C(C(=O)N3CCC(C)CC3)c3ccccc3C(=O)N2C)cc1 (stereo not given)	-49	25
CCN(CC)C(=O)C(=O)Nc1cc(C(F)(F)F)ccc1Cl	-30	25
Clc1cc(Cl)c2nc(N3CCCCC3)sc2c1	13	32
Cc1ccc(OCC(=O)c2cc(C)c(C)cc2C)c([N+](=O)[O-])n1	-8	19
Cc1nc2c(C)cccn2c1C(=O)c1ccccc1	-8	49
Cc1c(NC(=O)CC(=O)Nc2c(C)n(C)n(-c3ccccc3)c2=O)c(=O)n(-c2ccccc2)n1C	48	19
Cc1ccc(C(=O)CCC(=O)Nc2cccnc2)cc1C	-61	29
Cc1cc(NC(=O)c2cc3n(n2)C(C(F)(F)F)CC(c2ccco2)N3)n(-c2ccccc2)n1 (stereo not given)	0	18
O=C(Nc1ccccn1)c1ccco1	23	33
CCn1c(SCC(=O)N2CCCc3ccccc32)nnc1-c1cccs1	5	18
Cc1ccc(N2CC(C(=O)Nc3cccnc3)CC2=O)cc1 (stereo not given)	-4	31
c1ccc(-c2nc3ccccc3nc2N2CCOCC2)cc1	-44	30
CN1C(=O)CC(C(=O)O)SC1=Nc1cccc(C(F)(F)F)c1 (stereo not given)	-20	37
COC(=O)CNc1n[nH]c(=S)[nH]c1=O	37	11
CCOC(=O)C(CC(C)C)CP(=O)(O)CNC(=O)OCc1ccccc1 (stereo not given)	14	29
CCOC(=O)c1ccc(NC(=O)COc2ccc(-n3cnnn3)cc2)cc1	-58	31
CCOc1ccccc1CN1C(=O)NC(C)(c2ccccc2)C1=O (stereo not given)	0	36

Filtered by structure, the entries above containing two or more sulfur atoms (15)
SMILES	Htt clearance	Htt clearance grain fraction
Nc1nnc(SCC(=O)c2ccccc2)s1	51	17
COc1cc(C(=S)N2CCOCC2)cc(OC)c1OS(=O)(=O)c1ccc(NC(C)=O)cc1	24	16
CSc1ncccc1C(=O)OCC(=O)NC1CCS(=O)(=O)C1 (stereo not given)	17	14
COC(=O)c1sccc1NC(=O)CSc1nnnn1-c1ccccc1F	-39	27
O=S(=O)(Nc1ccc(O)c(Sc2nc3ccccc3s2)c1)c1ccc(Cl)cc1	13	27
NC(=O)CSc1nnc(-c2cccs2)n1-c1ccccc1	1	38
CSCC[C@H](NC(=O)C1CCN(S(=O)(=O)c2ccc(C)cc2)CC1)C(=O)NCc1ccco1	11	18
O=C(CCS(=O)(=O)c1ccc(Br)s1)NCc1ccc2c(c1)OCO2	36	26
CCCCNC(=O)C1CCCN(S(=O)(=O)c2ccc(S(=O)(=O)NCC(C)C)cc2)C1 (stereo not given)	-67	33
Cc1ccc(S(=O)(=O)N2CCN(S(=O)(=O)c3ccc(C)cc3)C3OCCOC32)cc1 (stereo not given)	-6	40
O=C(CSc1nnnn1C1CCCCC1)Nc1nc2c(s1)CCCC2	8	20
Cc1nc(NC(=O)CSc2nnc(C)n2CC2CCCO2)sc1C (stereo not given)	-4	22
O=c1oc2cc(Cl)ccc2n1CSc1nc2ccccc2s1	-9	19
Cc1cccc(-n2nnnc2SCC(=O)NCCN2C(=O)CSC2=O)c1	29	20
CCn1c(SCC(=O)N2CCCc3ccccc32)nnc1-c1cccs1	5	18
